Smad3 FoxH1 inh = inhibitors of human Smad3 transcription factor binding | P84022 | TR-FRET Smad3/Dy647-FoxH1 peptide binding, europium anti-His | inhibition, % at 25 µM | 0.29% of 88,000 active | AID 630;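 active means compounds that reduce the energy-transfer binding signal between the protein and its labelled peptide by more than half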;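 further: 0% = Smad3 plus labelled peptide maximal FRET and 100% = peptide-only background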
Lung fibro prol = blocks proliferation of human lung fibroblasts. LL 47 human lung fibroblast viability, ATP luminescence; stronger effect = lower value. viability, % at 10 µM. 1.1% of 85,000 active. AID 719;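 active means viability at or below 50% in the single dose screen; inactive means viability above 50%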;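 further: compound exposure lasted 72 h before the ATP readout; 100% = median luminescence of untreated cell-only wells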
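Material: human lung fibroblast line LL 47, low passage; Evaluation: viability percentage against median untreated-cell control; Buffer or medium: 15% FBS in IMEM; Incubation: 72 h compound exposure at 37 °C after overnight plating; Dosing: 0.1% DMSO in all compound wells; Measured by: CellTiter-Glo luminescence.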
IL1B cytotox = HUVEC cytotoxicity counter-screen, IL-1B stimulated; HUVEC cell count loss, Hoechst imaging; AID 845; 0.41% of 94,000 active; cell count reduction, % at 2 µM;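 active means cell count reduction more than 3 SD above the screen-wide mean, cut at about 70% in these data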;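 further: normalized per plate to untreated control cells as the no-loss baseline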
HUVEC inhibit = inhibitors of human endothelial cell proliferation | 1.1% of 86,000 active | HUVEC proliferation, CellTiter-Glo luminescence, 72 h; stronger effect = lower value | viability, % at 10 µM (by protocol) | AID 648;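 active means viability at or below 30%; inactive means viability above 30%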;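 further: 100% = median luminescence of DMSO-only cell control wells on each plate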
VCAM1 TNFa inh = reduces TNF alpha induced VCAM1 expression in HUVEC. HUVEC TNFa-induced VCAM-1 immunofluorescence, high-content imaging. inhibition, % at 2 µM. 0.48% of 95,000 active. AID 802;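 active means inhibition above the batch mean plus 3 SD, with images confirmed as a hit by eye, cut at about 37% in these data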;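 further: 0% = TNF-stimulated DMSO wells and 100% = unstimulated control wells; not every result past the cut was called active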
Pyk2 oligo antag = blocks oligomerization of human Pyk2 in cells; z-score (the deposit names both 25 µM and 10 µM); Q293 cells, Pyk2 FERM NanoBiT luminescence; stronger effect = lower value; AID 1347419; 0.83% of 99,000 active; Q14289;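 active means Z-score of -3 or lower, scaled per plate to the spread of control and sample wells; inactive means z-score above -3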;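 further: negative z-score means lost luminescence so less FERM oligomerization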
Target sequence (Q14289 whole entry, looked up): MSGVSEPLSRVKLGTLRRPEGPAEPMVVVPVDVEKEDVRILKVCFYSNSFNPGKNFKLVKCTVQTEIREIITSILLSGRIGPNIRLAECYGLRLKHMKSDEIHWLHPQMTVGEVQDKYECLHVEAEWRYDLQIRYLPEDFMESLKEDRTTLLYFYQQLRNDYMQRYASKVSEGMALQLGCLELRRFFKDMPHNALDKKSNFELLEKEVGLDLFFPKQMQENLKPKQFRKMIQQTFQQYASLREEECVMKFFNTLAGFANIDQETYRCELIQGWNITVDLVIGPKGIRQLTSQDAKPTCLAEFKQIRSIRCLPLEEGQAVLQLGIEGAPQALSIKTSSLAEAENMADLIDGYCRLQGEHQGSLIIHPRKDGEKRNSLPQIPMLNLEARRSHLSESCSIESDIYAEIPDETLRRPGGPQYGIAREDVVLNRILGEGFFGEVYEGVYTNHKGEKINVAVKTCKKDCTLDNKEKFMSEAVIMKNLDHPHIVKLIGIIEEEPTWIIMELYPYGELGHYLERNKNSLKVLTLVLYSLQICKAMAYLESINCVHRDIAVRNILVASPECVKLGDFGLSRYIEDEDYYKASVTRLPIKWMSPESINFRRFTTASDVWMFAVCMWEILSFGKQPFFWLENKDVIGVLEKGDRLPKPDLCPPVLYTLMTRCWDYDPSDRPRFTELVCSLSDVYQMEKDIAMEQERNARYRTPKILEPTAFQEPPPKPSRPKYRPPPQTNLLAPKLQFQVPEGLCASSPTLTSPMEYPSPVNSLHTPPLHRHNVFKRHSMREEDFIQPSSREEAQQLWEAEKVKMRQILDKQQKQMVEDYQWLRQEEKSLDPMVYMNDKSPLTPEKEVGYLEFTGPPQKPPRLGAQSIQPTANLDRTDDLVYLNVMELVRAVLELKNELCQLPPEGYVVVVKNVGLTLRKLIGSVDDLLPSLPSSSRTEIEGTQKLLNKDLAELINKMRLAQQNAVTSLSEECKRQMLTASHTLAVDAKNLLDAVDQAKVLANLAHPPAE
TNFa cytotox = HUVEC cytotoxicity counter-screen, TNF alpha stimulated; HUVEC TNFalpha-stimulated, Hoechst cell count, imaging; cell count reduction, % at 2 µM; 0.17% of 93,000 active;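 active means cell count reduction exceeding the screen mean by over 5 SD, scaled to untreated wells per plate, cut at about 78% in these data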;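 further: cells counted after 24 h of TNF alpha exposure following the 1 h pretreatment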
cytoskel mod = modifiers of cytoskeleton assembly. 0.18% of 91,000 active. HUVEC TNFa F-actin phalloidin imaging, high content. AID 836. inhibition, % at 2 µM;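 active means inhibition above the batch mean plus 3 SD and confirmed as a hit by visual image inspection, cut at about 30% in these data, passing the limit was not always enough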; further: strong numbers were not always called active
H69AR growth 86K = blocks growth of human H69AR lung tumor cells | H69AR lung tumor viability, ATP luminescence, 72 h; stronger effect = lower value | viability, % at 10 µM | 6% of 85,000 active;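 active means viability at or below 40%; inactive means viability above 40%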;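 further: multidrug resistant small cell line overexpressing MRP-1 efflux transporter; 100% = mean luminescence of untreated control wells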
The depositor's hits bear a star; x = no result given; [ ] = another dose, or the depositor's remark.

SMILES | Smad3 FoxH1 inh | Lung fibro prol | IL1B cytotox | HUVEC inhibit | VCAM1 TNFa inh | Pyk2 oligo antag | TNFa cytotox | cytoskel mod | H69AR growth 86K
Cc1nc(CNS(=O)(=O)c2ccc3c(c2)OCCO3)cs1 | -12.7 | 103.3 | -10.6 | 102.7 | 17.3 | 1.43 | -11.3 | 4.5 | 96.0
COc1ccc(Cl)cc1NC(=O)Cn1c(=O)n2nc(C)nc2c2ccccc21 | 1.6 | 102.7 | x | 93.5 | x | x | x | x | 0.9*
COc1ccc(C(=O)Nc2cc(C)c3c(=O)oc4ccccc4c3n2)cc1 | -1.6[fluorescence artefact?] | 102.8 | 7.0 | 48.9 | 5.9 | x | -19.0 | 6.0 | 38.7*
COc1cc(C2CC(=O)N3CN(Cc4ccccc4)CSC3=C2C#N)ccc1OCc1ccccc1 (stereo not drawn) | 8.4 | 103.0 | 2.2 | 99.9 | -23.0 | x | 3.2 | -14.5 | 91.2
Cn1c(=O)oc2cc(S(=O)(=O)NCCN3CCN(c4ccccc4F)CC3)ccc21 | -1.2 | 96.4 | -6.7 | 97.3 | 0.1 | x | 0.4 | 6.4 | 83.1
CCC(C)n1c(SCC(=O)Nc2ccccc2C(F)(F)F)nc2ccsc2c1=O (stereo not drawn) | 0.9 | 88.3 | 6.7 | 95.2 | 2.2 | -2.44 | -18.1 | -16.3 | 90.7
Cc1ccc(S(=O)(=O)N2CCSC2)cc1C | 1.2 | 104.4 | 20.2 | 91.1 | 9.9 | 0.37 | 6.2 | 10.3 | 83.2
CC(C)(C)C(=O)NC(=S)Nc1ccccc1F | x | x | -86.5 | x | -4.0 | 0.41 | -33.0 | -1.5 | x
Cc1sc2ncnc(OCC(=O)Nc3ccc4c(c3)OCCO4)c2c1C | x | x | -5.3 | x | 7.2 | 0.45 | -8.2 | 0.2 | x
Cc1cc(NC(=O)CSc2c3c(nc4ccccc24)CCC3)no1 | 8.0 | 92.3 | -2.4 | 80.9 | -3.6 | x | -1.7 | 8.9 | 41.9
NS(=O)(=O)c1ccc(CCNC(=O)COC(=O)C2CCCN2C(=O)c2cccs2)cc1 (stereo not drawn) | -7.0 | 97.3 | -7.3 | 94.4 | 5.5 | 0.53 | -10.6 | -6.8 | 102.5
COc1ccc(-c2cc(C(F)F)n3ncc(C(=O)N4CCN5CCCC5C4)c3n2)cc1 (stereo not drawn) | 12.0 | 96.7 | -9.2 | 98.0 | 10.8 | 0 | -20.4 | -14.7 | 37.9*
c1ccc(Nc2nnc(SCc3cccc4ccccc34)s2)cc1 | 6.2 | 114.0 | 0.3 | 116.3 | -10.9 | -0.35 | -50.8 | 4.2 | 99.5
CCOc1ccc(NC(=O)c2ccc(Br)o2)c([N+](=O)[O-])c1 | x | x | -35.8 | x | 18.0 | 0.01 | 10.6 | 6.1 | x
c1ccc2c(c1)OCC(c1nnc3sc(-c4ccc5c(c4)OCO5)nn13)O2 (stereo not drawn) | 10.5 | 103.6 | -53.8 | 90.8 | -11.4 | -0.42 | -39.8 | -0.7 | 82.3
Cc1cccn2c(=O)c3cc(C(=O)NCc4ccco4)c(=N)n(CCc4ccccc4)c3nc12 | 14.8 | 59.4 | x | 55.8 | x | x | x | x | 31.1*
CCC(C)N1CC(C(=O)NC2CCCCC2)CC1=O (stereo not drawn) | -11.4 | 92.3 | -44.4 | 94.8 | -0.5 | 1.94 | -11.7 | -11.7 | 73.9
Cc1ccc(CC(=O)Nc2cccc(C)n2)cc1 | 11.0 | 112.7 | 15.1 | 105.1 | 3.6 | -0.27 | x | -0.2 | 85.8
CCOC(=O)c1c(C)oc2c1c1c(c3ccccc32)OCN(Cc2ccccn2)C1 | x | x | -14.1 | x | 29.3 | 0.51 | 11.3 | 0.2 | x
Cc1ccc(NC(=O)CN(C)CC(=O)Nc2c(C)cccc2C)c(Br)c1 | -3.3 | 97.8 | -6.3 | 98.8 | 6.0 | 0.54 | 10.5 | 9.8 | 114.6
CCOC(=O)C1CCN(C(c2cccc(OC)c2)c2sc3nc(C)nn3c2O)CC1 (stereo not drawn) | 6.7 | 97.4 | x | 99.3 | x | x | x | x | 100.5
CCOc1ccccc1N1Cc2cc(C)c(C)cc2C1 | x | x | -15.9 | x | 6.5 | x | -35.0 | 23.3 | x
COc1cc(C2CC(=O)c3cnc(N)nc3C2)cc(OC)c1OC (stereo not drawn) | 7.3 | 94.4 | 3.0 | 91.0 | 6.7 | 0.71 | -22.1 | 0.8 | 90.0
Cc1ccc(S(=O)(=O)N2Cc3ccccc3CC2C(=O)Nc2cc(C)on2)cc1 (stereo not drawn) | -5.1 | 96.3 | 7.8 | 94.2 | 4.2 | -0.25 | 1.2 | 0.6 | 92.5
CCN(CC(=O)NC1CCS(=O)(=O)C1)C(=O)COc1ccccc1-c1ccccc1 (stereo not drawn) | 13.8 | 108.4 | -25.0 | 96.8 | x | 0.75 | x | x | 104.6
c1coc(Cn2c(-c3ccco3)nc3ccccc32)c1 | -6.1 | 99.6 | -5.1 | 102.8 | -8.9 | -0.64 | -36.3 | 11.9 | 89.1
COc1ccc(C(=O)CSc2nnnn2Cc2ccccc2)cc1 | -3.5 | 110.6 | -37.2 | 103.0 | -24.6 | 1.32 | -33.3 | 17.9 | 100.2
O=C1CC(N(C(=O)c2ccco2)c2ccc(F)cc2)C(=O)N1c1ccc(F)cc1 (stereo not drawn) | -1.2 | 101.2 | 0.0 | 104.2 | -0.9 | -0.24 | -13.0 | 4.0 | 99.8
CC(=O)C(C)Oc1ncn(-c2ccccc2)n1 (stereo not drawn) | -2.6 | 100.6 | -17.1 | 103.7 | -2.6 | 0.28 | -2.8 | -9.5 | 95.4
CCC(C)N(C)Cc1cccc(C2(O)CCN(S(=O)(=O)c3ccc(F)cc3)CC2)c1 (stereo not drawn) | 6.7 | 102.8 | -11.8 | 86.6 | -9.3 | 2.48 | -27.7 | 20.6 | 93.1
COC(=O)Cn1nc(C)c2ccccc2c1=O | 1.4 | 105.5 | 5.1 | 108.5 | 3.6 | -0.1 | -0.8 | 9.9 | 115.4
CCOC(=O)C1CCN(C(=O)CN(c2ccc(OC)cc2)S(=O)(=O)c2c(C)noc2C)CC1 | 6.8 | 92.5 | 21.9 | 101.7 | 12.7 | x | 10.4 | 15.1 | 45.8
CCOC(=O)Cn1c2c(c(-c3ccccc3OC)cc1=O)CCCC2 | 6.9 | 102.3 | -10.8 | 99.4 | 3.6 | -0.27 | 60.0 | 17.1 | 100.0
CCCCCc1nc2c(=O)n(C)c3ccccc3c2o1 | -0.9 | 105.8 | -18.1 | 97.1 | -1.5 | 0.03 | -5.7 | -5.3 | 79.6
CC1(C)COC(c2cccn2Cc2ccccc2Cl)=N1 | 2.6 | 101.7 | x | 84.6 | -1.8 | 0.43 | -5.7 | 8.9 | 103.8
N#Cc1c(NCCN)nc(-c2ccco2)c2c1CCCC2 | 9.5 | 40.8* | -82.9 | 67.0 | -13.7 | 0.55 | -3.8 | -1.0 | 7.1*
O=C(Nc1ccc(F)c(Cl)c1)c1ccc2c(=O)n3c(nc2c1)CCCCC3 | -6.3 | 92.4 | -28.9 | 94.1 | 1.3 | -0.68 | 0.0 | -24.2 | 63.2
O=S(=O)(NCC(c1cccnc1)N1CCOCC1)c1cccs1 (stereo not drawn) | -2.1 | 95.6 | -31.1 | 95.9 | 11.2 | 0.19 | -18.2 | 1.6 | 92.6
O=C(O)CCn1c(-c2ccccc2)cc2c1CCCC2=O | -0.5 | 109.9 | 0.0 | 98.9 | -22.3 | x | 10.7 | 8.5 | 96.3
CCCNCc1cc(Cl)c(OCC)c(Cl)c1 | 2.3 | 103.0 | 3.5 | 95.9 | 2.6 | 0.52 | -9.2 | 10.6 | 97.1
CCOC(=O)N1CCC(NC(=O)C(Cc2ccccc2)NC(=O)c2ccco2)CC1 (stereo not drawn) | 3.0 | 99.0 | -51.6 | 107.4 | 1.6 | 0.16 | -5.4 | 9.1 | 94.9
CCOCCCNC(=O)c1c(C)c(C(=O)OCC)n(C)c1C | -2.9 | 97.8 | x | 108.8 | x | 2.1 | x | x | 101.6
O=P(Cc1nnco1)(c1ccccc1)c1ccccc1 | 15.7[fluorescence artefact?] | 100.1 | -16.0 | 95.1 | -56.8 | 0.37 | -41.7 | 0.6 | 97.5
Cc1ccccc1Oc1ncnc2oc(-c3ccccc3)cc12 | x | x | -6.1 | x | 0.6 | -0.31 | -9.9 | -30.1 | x
CCc1ccc(NS(=O)(=O)c2ccc3[nH]cc(C(=O)NCC4CCCO4)c(=O)c3c2)cc1 (stereo not drawn) | -1.0 | 92.7 | -9.2 | 86.5 | x | -0.49 | x | x | 99.6
COc1cc(/C=C(/C#N)c2nc3ccccc3[nH]2)ccc1OCC(=O)Nc1ccccc1C(C)C | x | x | -8.0 | x | -2.1 | -0.17 | -7.0 | 0.1 | x
CCC(=O)c1ccc(OCC(O)Cn2c(C)nc3ccccc32)cc1 (stereo not drawn) | -5.9 | 91.6 | 21.4 | 85.9 | 10.6 | -0.14 | -3.1 | 8.0 | 73.2
Cc1ccc(S(=O)(=O)N2CCCC(C(=O)NCCc3ccc4c(c3)OCO4)C2)cc1 (stereo not drawn) | -10.5 | 100.8 | -32.5 | 98.0 | 1.3 | 0.71 | -13.4 | -13.4 | 80.6
O=C(Nc1cccc2ccccc12)c1ccc(Cn2cc(Cl)cn2)cc1 | x | x | -89.7 | x | 11.7 | 0.85 | -1.2 | -10.1 | x
Cc1ccc(-c2nc(SCC(=O)N(C)C3CCS(=O)(=O)C3)[nH]c2-c2ccc(C)cc2)cc1 (stereo not drawn) | x | x | 4.9 | x | 14.1 | -0.02 | 13.8 | 14.1 | x
CCOC(=O)c1nn(-c2ccc(F)cc2)c(C)c1C(C)=O | x | x | -0.3 | x | 0.5 | 1.81 | 0.8 | 10.1 | x
O=C(CCN1CCN(c2ccc(F)cc2)CC1)Nc1ccccc1F | 9.3 | 90.8 | -47.9 | 93.6 | 13.2 | -0.76 | 8.5 | -13.6 | 86.7
COC(=O)[C@H]1CCCN1C(=O)Nc1cccc(Oc2c(F)c(F)c(F)c(F)c2F)c1 | -7.1 | 111.6 | x | 101.0 | x | 1.85 | x | x | 96.0
Nc1c(C(=O)OCC2CCCO2)c2nc3ccccc3nc2n1-c1ccc2c(c1)OCCO2 (stereo not drawn) | 5.9 | 111.4 | -67.5 | 89.7 | -6.8 | x | -14.3 | -16.0 | 57.8
O=C1CC(N2CCN(c3ccc(F)cc3)CC2)C(=O)N1Cc1ccc(N2CCCC2=O)cc1 (stereo not drawn) | 13.8 | 100.8 | -12.5 | 105.8 | 18.0 | 1.58 | -7.5 | 0.6 | 84.9
CC(NC(=O)CSc1nc(=O)cc(N)n1CCc1ccccc1)c1ccccc1 (stereo not drawn) | x | x | -5.2 | x | 8.5 | -0.4 | 1.7 | -29.1 | x
O=C(COc1ccccc1F)c1ccc(O)cc1O | -0.8 | 103.5 | -12.3 | 99.0 | 0.4 | -0.34 | -9.6 | -1.5 | 93.4
CCOC(=O)C(NCc1ccco1)(NC(=O)c1ccc(OC)cc1)C(F)(F)F (stereo not drawn) | x | x | -7.6 | x | 10.1 | 1.17 | -9.6 | 14.9 | x

Screening results as filed in PubChem BioAssay.

These rows are one share of the data, so the mix of outcomes need not match the whole.
